Assay outcomes as filed in PubChem BioAssay.
H37Rv inhibition = M. tuberculosis growth inhibition, HTS (AID 449762); M. tuberculosis H37Rv growth inhibition, 7H9 media; higher % means a stronger effect; one-dose inhibition, % at 25 µM; IC50 in µM for titrated hits; actives 0.59% (n = 330,000); in the data active = a potency from the dose series; inconclusive = inhibition above about 70% without an active follow-up result;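 also: bacterial growth assessed after seven days of incubation; strong numbers were not always called active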
tuberculosis growth = growth inhibition of non-replicating M. tuberculosis (AID 488890); Mycobacterium tuberculosis non-replicating, growth inhibition; higher % means a stronger effect; inhibition, % at 25 µM; hits with a dose series show IC50 in µM; actives 0.39% (n = 320,000); in the data active = a potency from the dose series; inconclusive = inhibition mostly from about 82% at the one dose, without a potency; inactive = the rest, 99 in 100 with inhibition below about 76%;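 also: plate controls were DMSO cells for no effect and high antibiotic wells for full effect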
Salmonella PhoP GFP = PhoP regulon inhibitors, Salmonella typhi PhoP promoter GFP reporter, confirmatory (AID 1850). Salmonella Typhi PhoP-promoter GFP reporter, fluorescence, 4 h; higher % means a stronger effect. inhibition, % at 50 µM; hits with a dose series show IC50 in µM. actives 0.33% (n = 310,000); in the data active = a potency from the dose series; inconclusive = inhibition mostly from about 25% at the one dose, without a potency; inactive = the rest, 99 in 100 with inhibition below about 19%;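 also: 0% = induced wells with vehicle and 100% = uninduced wells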
H1N1 NS1A inhibition = H1N1 influenza NS1A inhibitors, functional cell based assay (AID 504329). NS1A functional cell-based assay, percent inhibition; higher % means a stronger effect. inhibition, % at 12.5 µM, or IC50 in µM where a hit was titrated. actives 0.3% (n = 340,000); in the data active = a potency from the dose series; inconclusive = inhibition above about 27% without an active follow-up result; also: strong numbers were not always called active
inhibitors of VEEV = inhibitors of VEEV TC-83 cytopathic effect, confirmation, Vero cells (AID 588727) | Vero cells, VEEV TC-83 cytopathic effect inhibition; higher % means a stronger effect | inhibition, % at 20 µM; hits with a dose series show IC50 in µM | actives 0.13% (n = 350,000); in the data active = a potency from the dose series; inconclusive = inhibition mostly from about 14% at the one dose, without a potency; inactive = the rest, 99 in 100 with inhibition below about 12%; also: strong numbers were not always called active
inhibitors of VEEV 10K pilot screen = also measured in inhibitors of VEEV; calls as there; inhibition, %; measured here: 10K pilot screen inhibition
Numbers without * were called inactive; i = inactive; ? = inconclusive; nt = no result given; & = joins results of further samples.

SMILES	H37Rv inhibition	tuberculosis growth	Salmonella PhoP GFP	H1N1 NS1A inhibition	inhibitors of VEEV	others
COC(=O)C(NC(=O)c1ccc(C)cc1)(Nc1cccc(C)n1)C(F)(F)F (stereo not drawn)	-5%	-6%	2%	-4%	3.0%
CCOC(=O)CSc1ncnc2c(C(=O)OCC)c3n(c12)CCC3	2%	24%	-6%	6%	0.2%
Cc1cc(C(=O)C(C)OC(=O)c2ccc(NC(=O)CC#N)cc2)c(C)n1-c1ccc(OC(F)F)cc1 (stereo not drawn)	6%	57%	nt	10%	1.5%
Cc1c(C(=O)N2CCC3(CC2)OCCO3)sc2ncnc(N(C)c3ccccc3)c12	12%	10%	-1%	-4%	3.6%
C=CCc1cc(Cl)ccc1OCCOCCN(C)C	4%	29%	0%	-5%	0.9%
COC(=O)c1ccc(COn2c(=O)c(C)[n+]([O-])c3ccccc32)cc1	-2%	-1%	-1%	3%	0.4%
O=C(CCNc1ccc(F)c(Cl)c1)c1ccco1	2%	?	10%	-8%	0.3%
Cc1cccnc1NC(=O)Nc1cccs1	9%	3%	-11%	1%	3.8%
COCCCNCC#CCOc1ccc(OC)cc1	5%	10%	-7%	3%	i
Cc1ccc(C(=O)NC(=S)NCc2ccccc2)cc1Br	-4%	12%	11%	nt	1.2%
COc1ccc(C(=O)NC(=S)Nc2ccc(CN3CCCCC3)cc2)cc1Cl	-4%	?	-2%	15%	5.5%
CC(C)C(=O)Nc1nnc(CCN2CCOCC2)s1	2%	5%	-5%	-1%	3.0%
O=C(NCc1ccccc1)/C(=C\c1ccc(O)cc1)NC(=O)c1ccco1	-5%	-11%	-12%	-11%	0.1%
CCOC(=O)N1CCN(C(=O)c2ccc3c(Cl)c4c(nc3c2)CCCC4)CC1	5%	28%	3%	-3%	0.6%
O=c1c2cc3ccccc3n2cnn1Cc1ccccc1F	2%	4%	-4%	-18%	6.3%
CCOC(=O)c1cccc(NC(=O)CSc2nncn2-c2ccccn2)c1	4%	20%	-9%	1%	2.1%
COC(=O)c1cccc(S(=O)(=O)N2CCN(c3nc4ccccc4s3)CC2)c1	4%	1%	2%	0%	3.1%
O=C(NC1CCCCC1c1ccccc1)c1ccccc1 (stereo not drawn)	nt	nt	nt	-18%	3.4%
CC(=O)c1sc(NC(=O)C2CCN(C(=O)c3ccccc3C)CC2)nc1-c1ccccc1	-3%	46%	-2%	1%	3.3%
O=C(Nc1cccc(Cl)c1)c1cnccn1	-10%	75%	0%	-2%	1.2%
O=C1c2cccc(OCC(=O)N3CCCc4ccccc43)c2CCN1Cc1ccccc1	1%	57%	1%	-3%	1.3%
Cc1ccc(NC(=O)c2ccc(F)c(S(=O)(=O)N3CCOCC3)c2)cc1F	-2%	10%	-2%	-20%	i
O=C(Cc1ccc([N+](=O)[O-])cc1)N1CCCCCC1	0%	nt	8%	3%	0.8%
Cc1cc(F)ccc1NCc1cccnc1	-5%	-10%	5%	-4%	6.2%
Cn1c(N)c(C(=O)COC(=O)c2ccc(-c3ccccc3)cc2)c(=O)n(C)c1=O	5%	5%	nt	7%	5.7%
Cc1cc(C)n2ncc(C(=O)NCc3ccc(Cl)cc3)c2n1	-4%	31%	-8%	16%	i
Cc1cc(C)c[n+](-c2nc3ccccc3nc2[N-]S(=O)(=O)c2ccc(Cl)cc2)c1	2%	12%	-5%	-4%	0.8%
COc1ccc2nc(Nc3nc(CSc4nnc(C)s4)cc(=O)[nH]3)nc(C)c2c1	17%	4%	-1%	nt	nt
COc1ccc2c(c1)CC/C(=C\C=C\c1ccccc1)C2=O	?	64%	1%	-3%	2.1%
Cc1ccccc1NC(=S)NC(NC(=O)c1ccco1)C(Cl)(Cl)Cl (stereo not drawn)	-9%	39%	-4%	6%	i
CC(C)CN(C(=O)CN1CCN(S(=O)(=O)c2ccc3ccccc3c2)CC1)c1c(N)n(CC(C)C)c(=O)[nH]c1=O	2%	3%	1%	17%	i
Cc1ccc2c(c1)N(C(=O)CCC(=O)N1CCC3(CC1)OCCO3)CC(C)O2 (stereo not drawn)	-2%	-4%	-5%	-8%	i
COc1ccc(Cl)cc1N(C)C(=O)CCc1nc(-c2ccc(C)cc2)no1	2%	31%	8%	1%	7.0%
Cc1cnccc1CNC(=O)C1CCC(=O)N(Cc2ccc(Cl)cc2)C1 (stereo not drawn)	-3%	-16%	8%	-5%	i
Cc1ccc(-n2nnnc2Sc2nc([N+](=O)[O-])nn2C)c(C)c1	36%	10%	-1%	10%	4.6%
Cc1nsc2nc3c(F)c(F)c(F)c(F)c3cc12	-4%	49%	-7%	2%	13%
Cc1ccc(O)c(NC(=S)NC(=O)c2ccc(-c3ccc(Cl)cc3)o2)c1	?	?	-2%	-1%	7.1%
COc1cc(/C=C/C(=O)O)cc(S(=O)(=O)NNC(=O)c2cc(C)oc2C)c1OC	0%	10%	nt	-12%	i
Cc1cc(=O)oc2cc(OC(C(=O)O)c3ccccc3)ccc12 (stereo not drawn)	5%	-11%	0%	-10%	0.2%
CCOc1ccc(NC(=S)N(CCN2CCOCC2)Cc2cc3cc4c(cc3[nH]c2=O)OCCO4)cc1	5%	15%	6%	-3%	7.2%
COc1ccc(C(=O)N/C(=C\c2cc(OC)c(OC)cc2[N+](=O)[O-])C(=O)NCCO)cc1	-3%	2%	11%	-1%	2.2%
Cc1noc(C)c1S(=O)(=O)N1CCCC(C(=O)Nc2cccnc2)C1 (stereo not drawn)	-14%	-4%	-1%	6%	0.4%
O=C(COC(=O)/C=C/c1ccc(S(=O)(=O)N2CCOCC2)cc1)NCc1ccc(Cl)cc1	6%	-1%	-7%	0%	0.3%
CC(=O)N1CCc2cc(Br)cc(S(=O)(=O)NCCN3CCCCC3C)c21 (stereo not drawn)	0%	11%	-13%	5%	0.7%
CCOc1ccccc1CN1CCNC(=O)C1CC(=O)N(C)CCc1ccccn1 (stereo not drawn)	10%	5%	-2%	-3%	1.2%
Nc1nc(Nc2ccccc2)n[nH]1	-2%	-17%	-8%	3%	0.2%
Cc1cccc(NC(=O)C2CCN(S(=O)(=O)c3cccc4cccnc34)CC2)c1	-5%	nt	6%	-4%	9.9%
CCN(CC(=O)Nc1ccc(NC(C)=O)cc1)C(=O)Cc1ccc(Cl)c(Cl)c1	nt	nt	nt	8%	2.2%
Cc1ccc(CN2CCN(Cc3cn[nH]c3-c3cccc(F)c3)CC2CCO)o1 (stereo not drawn)	7%	0%	-12%	1%	1.1%
CC(C)(C)c1ccc(-c2nnc3sc(-c4ccncc4)nn23)cc1	nt	nt	5%	-6%	1.5%
O=C(Nc1ccccc1C(F)(F)F)c1cc(S(=O)(=O)N2CCOCC2)ccc1F	-11%	-8%	11%	10%	i
CC(=O)OCC(=O)[C@H]1CC[C@H]2[C@@H]3CCC4=CC(=O)CC[C@]4(C)[C@H]3CC[C@]12C	3%	5%	0%	6%	3.1%
COCCNC(=O)CSC1=N/C(=C/c2ccc(Cl)c(Cl)c2)C(=O)N1c1ccccc1F	16%	11%	-10%	-8%	8.4%
Cc1ccc(S(=O)(=O)CCC(=O)NCc2ccc(Cl)cc2)cc1	0%	-2%	-3%	-5%	i
CCCC(=O)n1nc(-c2cccnc2)nc1NCc1cccs1	nt	nt	nt	5%	4.2%
O=C(Nc1ccccc1)c1cccc(N2CCCC2=O)c1	-3%	12%	-2%	0%	0.6%	inhibitors of VEEV 10K pilot screen=2.5
Cc1ccccc1NC(=O)c1cccc(C(=O)Nc2ccccc2C)n1	9%	-16%	-8%	0%	i
CCN1CCCC1CN(Cc1cc2cc(C)ccc2[nH]c1=O)C(=O)Nc1ccccc1OC (stereo not drawn)	21%	79%	-1%&-3%	7%	7.7%
Cc1ccc(C)c(/C=C2\CCn3c2nc2cc(C(=O)O)ccc2c3=O)c1	-2%	-1%	2%	-4%	1.6%
Cn1c(=O)n(C)c2cc(S(=O)(=O)N3CCOCC3)ccc21	-4%	-6%	-5%	-7%	0.2%

An excerpt from above in order of SMILES length, ascending.
SMILES	H37Rv inhibition	tuberculosis growth	Salmonella PhoP GFP	H1N1 NS1A inhibition	inhibitors of VEEV	others
Cc1cc(F)ccc1NCc1cccnc1	-5%	-10%	5%	-4%	6.2%
C=CCc1cc(Cl)ccc1OCCOCCN(C)C	4%	29%	0%	-5%	0.9%
O=C(CCNc1ccc(F)c(Cl)c1)c1ccco1	2%	?	10%	-8%	0.3%
O=c1c2cc3ccccc3n2cnn1Cc1ccccc1F	2%	4%	-4%	-18%	6.3%
Cc1nsc2nc3c(F)c(F)c(F)c(F)c3cc12	-4%	49%	-7%	2%	13%
Cc1ccc(C(=O)NC(=S)NCc2ccccc2)cc1Br	-4%	12%	11%	nt	1.2%
CCCC(=O)n1nc(-c2cccnc2)nc1NCc1cccs1	nt	nt	nt	5%	4.2%
Cc1cc(C)n2ncc(C(=O)NCc3ccc(Cl)cc3)c2n1	-4%	31%	-8%	16%	i
Cn1c(=O)n(C)c2cc(S(=O)(=O)N3CCOCC3)ccc21	-4%	-6%	-5%	-7%	0.2%
Cc1cnccc1CNC(=O)C1CCC(=O)N(Cc2ccc(Cl)cc2)C1 (stereo not drawn)	-3%	-16%	8%	-5%	i
Cc1ccc(-n2nnnc2Sc2nc([N+](=O)[O-])nn2C)c(C)c1	36%	10%	-1%	10%	4.6%
CC(=O)N1CCc2cc(Br)cc(S(=O)(=O)NCCN3CCCCC3C)c21 (stereo not drawn)	0%	11%	-13%	5%	0.7%
CCN(CC(=O)Nc1ccc(NC(C)=O)cc1)C(=O)Cc1ccc(Cl)c(Cl)c1	nt	nt	nt	8%	2.2%
COc1cc(/C=C/C(=O)O)cc(S(=O)(=O)NNC(=O)c2cc(C)oc2C)c1OC	0%	10%	nt	-12%	i
Cc1cc(C)c[n+](-c2nc3ccccc3nc2[N-]S(=O)(=O)c2ccc(Cl)cc2)c1	2%	12%	-5%	-4%	0.8%
COc1ccc(C(=O)N/C(=C\c2cc(OC)c(OC)cc2[N+](=O)[O-])C(=O)NCCO)cc1	-3%	2%	11%	-1%	2.2%

(further entries)
SMILES	H37Rv inhibition	tuberculosis growth	Salmonella PhoP GFP	H1N1 NS1A inhibition	inhibitors of VEEV	others
COc1nc(-c2ccccc2)c2cc(C)ccc2n1	5%	-4%	-4%	-5%	i
c1ccc(Cn2c(Nn3cnnc3)nc3ccccc32)cc1	-2%	-3%	8%	-5%	1.0%
CC(C)C(=O)NC(=S)/C=C1/N(C)c2ccccc2C1(C)C	2%	63%	5%	16%	i
COc1ccc(N2CCN(c3ncnc4c3nnn4Cc3ccccc3Cl)CC2)cc1	2%	-9%	14%	17%	0.5%
COc1ccc(S(=O)(=O)Nc2c(C(=O)O)[nH]c3ccc(OC)cc23)c(OC)c1	6%	5%	15%	16%	6.4%
COc1ccc(S(=O)(=O)N2CCN(c3ccccc3OC)CC2)cc1C(=O)N1CCCCC1	2%	-4%	-3%	6%	0.7%
CC1CCN(CC(O)Cn2c3ccccc3c3ccccc32)CC1 (stereo not drawn)	9%	11%	5%	-12%	i
CCCCn1c(N)c(N(CCOC)C(=O)c2ccc(S(=O)(=O)N3CCC(C)CC3)cc2)c(=O)[nH]c1=O	0%	1%	9%	-7%	1.9%
CCCCCCCOC(=O)c1nc(Cl)c(Cl)c(N)c1Cl	0%	?	4%	18%	0.1%
CCOC(=O)C1CCN(C(=O)Nc2cc(Cl)cc(Cl)c2)CC1	7%	13%	9%	3%	1.6%
CC(=O)CC(c1ccccc1)S(=O)(=O)c1ccc([N+](=O)[O-])cc1 (stereo not drawn)	8%	2%	-15%	-8%	0.2%
Cc1cc(C)n(-c2ccc(Cl)c(C(=O)O)c2)n1	-6%	-13%	-1%	2%	i
O=C(Nc1ccc(O)cc1)/C(=C/c1ccco1)NC(=O)c1ccccc1	-3%	-7%	7%	-11%	5.0%
COc1cccc(OC)c1C(=O)N1CCOCC1	-6%	-3%	-4%	-1%	1.4%
CCCN(CC(=O)Nc1ccccc1OC)Cc1c(O)ccc2ccccc12	-11%	?	0%	0%	0.6%
O/N=C/c1nc2cc(Cl)ccc2o1	-2%	1%	-16%	0%	1.6%
O=C(NC1CCCCC1)C1CCC(=O)N(C2CC2)C1 (stereo not drawn)	-11%	-10%	-4%	-7%	1.0%
O=C(O)c1cc(-c2ccc(O)cc2)on1	0%	1%	-7%	-8%	0.9%
Cc1ccc(NCc2nnc(SCC(=O)N3CCc4ccccc43)n2C)cc1	5%	13%	-1%	0%	i
